Assay outcomes from PubChem BioAssay.
RECQ1 inh: qHTS Assay for Inhibitors of RecQ-Like Dna Helicase 1 (RECQ1); AID 2549, 2010; actives 0.54% (n = 240,000); ATP-dependent DNA helicase Q1 (Homo sapiens), P46063; Potency, µM (top dose mostly 57.3 µM), without a hit: at the top dose activity, negative = inhibition, hits mostly inhibitors; RECQ1 DNA unwinding, red fluorescence kinetic read;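 further: plate controls were vehicle for no effect and no enzyme for full effect; nearly all actives have a fitted effect of over 30% in size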
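RECQ1T1 50 nM; forked duplex (20 bp + 30-nt ss tails) 200 nM, ATP 2 mM final; pH 8.0, 2 mM MgCl2, 2.5 ug/ml poly(dI-dC); 15 min compound preincubation; discontinuous kinetic read over 2 h at RT.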
NPSR antagonist: qHTS Assay for Antagonists of the Neuropeptide S Receptor: cAMP Signal Transduction. actives 1% (n = 220,000). Potency, µM (highest dose often 38.3 µM), for the others: at the highest dose activity change, negative = inhibition, most hits filed as inhibitors. CHO-NPSR cells, cAMP TR-FRET, antagonist mode; further: on the % scale 0 is the no-effect control and ±100 the full control effect; nearly all actives have a fitted effect of over 50% in size; many of its hits are not listed in these tables
Target sequence (Q6W5P4 whole entry, looked up): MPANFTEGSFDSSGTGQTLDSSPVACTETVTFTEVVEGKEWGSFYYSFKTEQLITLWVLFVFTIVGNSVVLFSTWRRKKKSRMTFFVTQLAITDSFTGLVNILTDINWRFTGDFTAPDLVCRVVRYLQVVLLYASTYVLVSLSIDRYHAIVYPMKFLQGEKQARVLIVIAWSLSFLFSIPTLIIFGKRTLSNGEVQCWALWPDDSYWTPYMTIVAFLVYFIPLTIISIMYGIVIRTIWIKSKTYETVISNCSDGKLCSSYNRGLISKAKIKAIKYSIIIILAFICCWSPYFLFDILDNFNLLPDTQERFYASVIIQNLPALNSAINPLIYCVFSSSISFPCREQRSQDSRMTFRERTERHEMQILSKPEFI
IMPase Li inh: qHTS Assay for Identifying the Cell-Membrane Permeable IMPase Inhibitors: Potentiation with Lithium | Potency, µM (titrated, usually from 59.4 µM), for inactives: at the top dose activity, negative = IMPase inhibition, hits mostly inhibitors | CHO-M1 cells, IP1 TR-FRET (IP-One), carbachol + lithium | actives 0.35% (n = 210,000) | AID 1457, 2008;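 further: IP1 builds up when IMPase is blocked and the TR-FRET signal falls; plate controls were basal vehicle for no effect and high inhibitor control for full effect; nearly all actives have a fitted effect of over 50% in size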
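IP1 accumulation measured by competitive TR-FRET in lysed CHO-M1 cells after 30 min compound exposure at 37C, with a small lithium addition to potentiate weak responses. Hill-equation AC50 from ratio and donor-channel data.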
Epigenetic reg: Quantitative High-Throughput Screen for Regulators of Epigenetic Control. Potency, µM (series often up to 53.9 µM), without a hit: at the highest dose GFP activation, actives largely listed as activators. murine LDR cells, GFP reporter derepression, 30 h. AID 1865, 2009. actives 0.2% (n = 280,000); further: % of control where 0% means no effect; nearly all actives have a fitted effect of over 60% in size
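Murine LDR cells bearing a silenced CMV-driven GFP reporter were exposed to compound for 30 h at 37 C. After PBS washes, GFP-positive cells (20-120 um objects) counted by laser-scanning microplate cytometry.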
KinaseGlo FLuc: Counterscreen for Luciferase (Kinase-Glo TM) Inhibition. Luciferin 4-monooxygenase (Photuris pensylvanica), Q27757. Kinase-Glo luciferase, ATP luminescence, 8 min. Potency, µM (titrated, usually from 38.3 µM), for inactives: top-dose activity change, negative = inhibition, hits mostly inhibitors. actives 0.28% (n = 200,000). AID 1379, 2008; further: on the % scale 0 is the no-effect control and ±100 the full control effect; nearly all actives have a fitted effect of over 60% in size
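Kinase-Glo luciferase light output from ATP and luciferin was measured with 10 uM ATP, within the enzyme's linear range. Buffer: 50 mM imidazole pH 7.2, 50 mM KCl, 7 mM MgCl2, 0.01% Tween 20, 0.05% BSA; luminescence read after 8 min at ambient temperature.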
GoLoco inh red: qHTS Assay for Inhibitors of RGS12 GoLoco Motif Activity (Red Fluorophore). Potency, µM (titrated, usually from 61.6 µM), for the others: at the highest dose activity, negative = inhibition, most hits filed as inhibitors. Guanine nucleotide-binding protein G(i) subunit alpha-1 (Homo sapiens), P63096. Gai1:RGS12 GoLoco peptide FP, rhodamine, 10 min. actives 0.44% (n = 230,000). AID 880, 2007; active means well fitted inhibition curve with a large enough effect, not every such curve was filed as active; inactive means no such curve, though single readings can be large or run the other way; further: on the % scale 0 is the no-effect control and ±100 the full control effect; nearly all actives have a fitted effect of over 30% in size; many of its hits are not listed in these tables
Target sequence (P63096 whole entry, looked up): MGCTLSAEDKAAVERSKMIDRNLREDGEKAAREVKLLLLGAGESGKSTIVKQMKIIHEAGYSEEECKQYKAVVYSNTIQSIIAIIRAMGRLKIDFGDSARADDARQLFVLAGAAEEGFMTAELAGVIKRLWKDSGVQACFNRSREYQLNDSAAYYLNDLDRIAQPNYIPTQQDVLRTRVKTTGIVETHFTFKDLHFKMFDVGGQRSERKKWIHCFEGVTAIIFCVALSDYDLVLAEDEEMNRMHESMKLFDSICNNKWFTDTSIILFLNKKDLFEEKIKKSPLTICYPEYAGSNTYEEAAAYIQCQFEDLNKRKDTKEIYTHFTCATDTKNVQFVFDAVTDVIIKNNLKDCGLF
SMN2 splice up: qHTS Assay for Enhancers of SMN2 Splice Variant Expression; HEK293 SMN2-luciferase splicing reporter, luminescence, 30-36 h; Potency, µM (doses to about 46.1 µM), inactives show at the top dose activity change, positive = activation, usual class: activators; AID 1458, 2008; actives 2.8% (n = 210,000); further: % of control where 0% means no effect; nearly all actives have a fitted effect of over 55% in size
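HEK293 cells carry an SMN2 minigene-luciferase reporter in which exon 7 inclusion puts luciferase in frame. Cells were seeded at 2000 cells/well, attached for 10-12 hours, then exposed to compounds for 30-36 hours at 37C before ONE-Glo luminescence.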
JMJD2E inh: qHTS Assay for Inhibitors of Human Jumonji Domain Containing 2E (JMJD2E) | Lysine-specific demethylase 4E (Homo sapiens), B2RXH2 | JMJD2E catalytic domain, FDH-coupled NADH fluorescence (FDH is formaldehyde dehydrogenase) | Potency, µM (series often up to 57.1 µM), for the others: top-dose activity change, negative = inhibition, most hits filed as inhibitors | actives 1.6% (n = 230,000) | AID 2147, 2009; active means well fitted inhibition curve with a large enough effect, not every such curve was filed as active; inconclusive means small, poorly fitted or top-dose-only effect, or another doubt; inactive means no such curve, though single readings can be large or run the other way;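 further: 0% = wells with enzyme and -100% = buffer wells without enzyme; nearly all actives have a fitted effect of over 50% in size; many of its hits are not listed in these tables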
Target sequence (B2RXH2 1-337 limits assumed): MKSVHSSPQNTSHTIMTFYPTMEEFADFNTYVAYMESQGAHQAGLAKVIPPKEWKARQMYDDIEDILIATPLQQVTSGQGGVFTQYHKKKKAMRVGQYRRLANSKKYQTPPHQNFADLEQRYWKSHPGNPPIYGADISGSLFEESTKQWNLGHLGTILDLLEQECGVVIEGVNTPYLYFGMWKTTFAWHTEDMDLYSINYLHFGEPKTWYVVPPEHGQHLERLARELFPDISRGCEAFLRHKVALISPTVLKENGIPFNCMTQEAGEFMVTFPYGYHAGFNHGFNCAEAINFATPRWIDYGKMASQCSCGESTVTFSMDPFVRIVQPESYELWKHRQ
The depositor's hits bear a star; i = inactive; ? = inconclusive; . = no result given; & = joins results of further samples; [ ] = another dose, or the depositor's remark. Unless noted, the call rests on the fitted dose curve; in most records, active means well fitted curve in the direction sought with a large enough effect; inconclusive means small, poorly fitted or top-dose-only effect, or another doubt; inactive means no such curve, though single readings can be large; an effect the other way counts as inactive or inconclusive. Potency means the concentration at half of the fitted maximal effect. Some of the compounds tested, so the mix of outcomes need not match the whole.

SMILES | RECQ1 inh | NPSR antagonist | IMPase Li inh | Epigenetic reg | KinaseGlo FLuc | GoLoco inh red | SMN2 splice up | JMJD2E inh
Cc1cc(C)n2nc(/C(C#N)=C/c3ccccc3)c(C#N)c2n1 | -6% | -21%[46.1 µM] | -2%[38.3 µM] | -2.0% | -6% | 12% | 14% | ?
COc1ccc(NC(=S)NNc2ccc(S(=O)(=O)Nc3ccccc3C(=O)O)cc2[N+](=O)[O-])cc1 | 12% | -24% | . | -2.0% | . | -6% | . | ?
CC(C)Cc1nnc(NS(=O)(=O)c2ccc(Cl)cc2)s1 | 4% | -5% | -7% | 0.0% | 5% | 6% | -4% | 6%
COc1ccc(Nc2ncccc2C(=O)NCc2ccccc2)cc1 | -11% | -22%[46.1 µM] | 31%[activator][38.3 µM] | -2.9% | -1% | 3% | 0% | -4%
COC(=O)CSc1nnc(CNC(=O)c2ccc(S(=O)(=O)N3CCCCC3)cc2)n1C | 0% | 3%[46.1 µM] | -14%[38.3 µM] | 2.7% | -4% | -3% | 3% | 5%
O=C(Nn1c(-c2ccncc2)nc2ccccc2c1=O)c1ccc(Br)cc1 | -5% | -2% | 0% | 3.4% | -4% | 4% | -8% | -3%
CCCCNC(=O)N(O)C1N(CCCC)C(=O)N(CC(=O)OC)C1(C)C (stereo unspecified) | -2% | -2%[46.1 µM] | -2% | 9.0% | 0% | -4% | 3% | 3%
CCCCOc1ccc(-c2nnc(N)s2)cc1 | -2% | -3% | 12% | 0.3% | 0% | 6% | 20% | -16%
CCOc1cccc(/C(O)=C2/C(=O)C(=O)N(CCOC)C2c2ccc(C)o2)c1 (stereo unspecified) | i | -15%[46.1 µM] | -1%[38.3 µM] | -1.1% | -4% | -7% | -4% | 7%
CN(C)/C=C/C(=O)c1ccc(Cl)s1 | i | 16% | 0% | 3.4% | -4% | 17% | 2% | ?
Cc1nnc(SCC(=O)N2CCCCC2)s1 | i | -9%[46.1 µM] | 1% | -1.6% | -2% | 2% | 4% | 7%
CC(C)OCCCNC(=O)C(NC(=O)c1ccc(Cl)cc1)C(C)C (stereo unspecified) | -2% | 7% | 14% | -1.8% | 4% | 37%[activator] | -21% | 5%
Cc1cc(-c2ccc(/C=N/n3cnnc3)o2)c([N+](=O)[O-])cc1C | -4% | -10%[46.1 µM] | -3%[38.3 µM] | -3.1% | -3% | 14% | -15% | -3%
C=CCSC1=C(C#N)C(c2ccc(C(C)C)cc2)CC(=O)N1 (stereo unspecified) | -4% | -7%[46.1 µM] | 21%[38.3 µM] | -4.3% | 16% | -1% | -7% | 1%
Cc1noc(NS(=O)(=O)c2ccc(NC(=O)C34CCC(CC3)C4)cc2)c1C | 2% | -2%[46.1 µM] | 11%[38.3 µM] | 0.0% | 5% | -6% | 7% | 11%
COc1ccc(N2CCN(CC(=O)Nc3ccc(SC(F)F)cc3)CC2)cc1 | -12% | -6% | -4% | 0.0% | -1% | 4% | -20% | 3%
COc1ccccc1C(c1nnnn1Cc1ccccc1)N1CCC(C(N)=O)CC1 (stereo unspecified) | i | -9%[46.1 µM] | 15% | 0.0% | -3% | 3% | -49%[inhibitor] | ?
COCCCN1C(=O)C(=O)/C(=C(/O)c2ccccc2)C1c1ccc2c(c1)OCO2 (stereo unspecified) | -11% | -12%[46.1 µM] | -8%[38.3 µM] | -1.7% | 8% | -5% | -10% | 4%
Cc1ccc(Nc2ccccc2N)cc1 | i | -6% | 11% | 1.1% | -1% | 93%[activator] | 11% | -16%
CN1/C(=c2/s/c(=C3/C(=O)N(c4ccccc4)NC3=Nc3ccccc3)n(C)c2=O)C(C)(C)c2ccccc21 | -7% | -22%[46.1 µM] | 22% | 0.9% | -7% | 17% | -3% | 4%
Cc1c(C(=O)NCCC2=CCCCC2)oc2ccc(S(=O)(=O)N3CCOCC3)cc12 | -6% | ? | 26%[38.3 µM] | -1.0% | 2% | -8% | -40%[inhibitor] | -1%
Oc1cc(CN2COc3ccccc32)c(O)cc1CNC1CCCCC1 | . | . | -5% | . | -2%[7.66 µM] | -39%[14.2 µM] | 4%[9.22 µM] | .
CCOC(=O)c1cc2c(C)n(-c3ccc(OCC)cc3)c(C)c2cc(C(=O)OCC)c1=O | -13% | -5%[46.1 µM] | 2% | 2.3% | -1% | 3% | 6% | -4%
CC(C)Cc1nccs1 | 0% | . | 2% | . | . | 1% | 11% | .
O=C(NCCc1ccc2c(c1)OCCO2)c1cccc(F)c1 | -2% | 8% | 5% | -1.3% | -3% | -9% | -17% | 1%

Reformatted as tab-separated lines: part of the list above
smiles	RECQ1 inh	NPSR antagonist	IMPase Li inh	Epigenetic reg	KinaseGlo FLuc	GoLoco inh red	SMN2 splice up	JMJD2E inh
CC(C)OCCCNC(=O)C(NC(=O)c1ccc(Cl)cc1)C(C)C (stereo unspecified)	-2%	7%	14%	-1.8%	4%	37%[activator]	-21%	5%
CCCCOc1ccc(-c2nnc(N)s2)cc1	-2%	-3%	12%	0.3%	0%	6%	20%	-16%

(next part)
SMILES | RECQ1 inh | NPSR antagonist | IMPase Li inh | Epigenetic reg | KinaseGlo FLuc | GoLoco inh red | SMN2 splice up | JMJD2E inh
O=C(COC(=O)c1c2c(nc3ccccc13)CCCC2)c1ccc(Br)s1 | -9% | -27% | 3% | -1.3% | -2% | 1% | -11% | 3%
CC1=NN(c2ccccc2)C(=O)C1C=Nc1ccccc1O (stereo unspecified) | i | -5% | . | 3.8% | . | 6% | . | 32µM*
COc1ccc(CNc2nc3nc(C)c(Cl)c(=O)n3[nH]2)cc1OC | 7% | 3%[46.1 µM] | 1%[38.3 µM] | 0.0% | 1% | 9% | 13% | -1%
COc1ccccc1Nc1nc(-c2cccc([N+](=O)[O-])c2)nc2ccccc12 | 19% | -20%[46.1 µM] | -14%[38.3 µM] | 0.4% | -1% | 15% | -11% | -5%
COc1ccc(N/C=C2\C(=O)c3c(sc(C)c3C)N(C)S2(=O)=O)cc1 | -1% | 1% | . | -1.0% | . | 10% | . | ?
CCc1nnc(SCC(=O)Nc2ccccc2Cl)nc1CC | -2% | 6% | -3% | -0.2%&-1.3% | . | 5% | . | -7%
COc1cccc(/C=N/Nc2ncnc3scc(-c4ccccc4)c23)c1O | -28% | -31% | 6% | -7.9% | 0% | 24% | -75%[inhibitor] | 14µM*
CC1(C)CCC(C)(C)c2cc(C(=O)Nc3ccc(C(=O)O)cc3)ccc21 | 3%&8%&-3%&-4% | . | 11%&15%&11%&8% | 1.1%&1.1%&0.8%&-0.3% | 1%&4% | -5%&6%&-1%&12% | 22%&5%&3% | 3%&15%
O=C(Cn1cccc1)NC1CCCCCC1 | 6% | -6%[46.1 µM] | 0%[38.3 µM] | -2.1% | -5% | -4% | 6% | 2%
CC1(C)CCCC2=C1CC1C(=O)N(Cc3cccnc3)C(=O)C1C2 (stereo unspecified) | -3% | -8%[46.1 µM] | 0%[38.3 µM] | -0.9% | -1% | -2% | -8% | 3%
CCOC(=O)C(NCc1ccc2c(c1)OCO2)(NC(=O)c1ccccc1)C(F)(F)F (stereo unspecified) | i | -18%[46.1 µM] | 3%[38.3 µM] | -1.7% | -1% | 6% | 5% | -4%
COc1ccc2c(=O)cc(-c3ccncc3)oc2c1OC | . | . | 0% | . | -6%[7.66 µM] | 5%[14.2 µM] | 1%[9.22 µM] | .
CCCN1CCC(=O)N([C@H](CSc2ccc(OC)cc2)c2ccccc2)CC1 | i | 9% | . | -1.1% | . | 6% | . | -15%
CC(=O)c1sc(N/N=C/c2cccc(O)c2)nc1C | -21% | -9% | 3% | -1.2% | . | -4% | . | ?
CCN(CC)c1ccc(NC(=O)CCS(=O)(=O)c2cccc3nsnc23)c(C)c1 | -8% | -9% | 3% | 1.1%&3.2% | -8% | 5% | -10%&9% | -4%
O=C(CC1NC(=O)NC1=O)Nc1ccc(Cl)cc1 (stereo unspecified) | i | 14%[46.1 µM] | -23%[38.3 µM] | 9.7% | -1% | -12% | -8% | 2%
Nc1ccc(S(=O)(=O)C(F)(F)F)cc1N | i | 0% | 3% | -0.1% | -3% | -2% | -11% | -11%
Cc1nn(-c2ccccc2)c(C)c1C(=O)Nc1nnc(-c2ccco2)o1 | i | -15%[46.1 µM] | 1% | -4.9% | -2% | -4% | -12% | ?
COC(=O)c1c(-c2cccs2)csc1NC(=O)CSc1ncnc2sc(C)c(C)c12 | -6% | -16%[46.1 µM] | 28µM* | 1.0% | -4% | 39%[activator] | -50%[inhibitor] | ?
Cc1cc(C(F)(F)F)c(C#N)c(SCC(=O)Nc2nc3ccccc3s2)n1 | 1% | -20%[46.1 µM] | -7% | 0.0% | 2% | -25% | -88%[inhibitor] | 4%
CCOc1ccc2nc(NC(=O)CSc3nc(SC)ns3)sc2c1 | 7% | -14%[46.1 µM] | 13%[38.3 µM] | -0.3% | -1% | -3% | ? | 2%
COCCCNc1ncnc2c1[nH]c1ccccc12 | i | 3%[46.1 µM] | 2%[38.3 µM] | -2.2% | -9% | 11% | 18% | 2%

Whole records from above.
CCOc1cccc(/C(O)=C2/C(=O)C(=O)N(CCOC)C2c2ccc(C)o2)c1 (stereo unspecified) is entered as RECQ1 inh: i; NPSR antagonist: -15%[46.1 µM]; IMPase Li inh: -1%[38.3 µM]; Epigenetic reg: -1.1%; KinaseGlo FLuc: -4%; GoLoco inh red: -7%; SMN2 splice up: -4%; JMJD2E inh: 7%
CCCCNC(=O)N(O)C1N(CCCC)C(=O)N(CC(=O)OC)C1(C)C (stereo unspecified) is entered as RECQ1 inh: -2%; NPSR antagonist: -2%[46.1 µM]; IMPase Li inh: -2%; Epigenetic reg: 9.0%; KinaseGlo FLuc: 0%; GoLoco inh red: -4%; SMN2 splice up: 3%; JMJD2E inh: 3%
